# LmPK inh: qHTS Assay for Inhibitors of Leishmania Mexicana Pyruvate Kinase (LmPK); AID 1721, 2009; 290,000 tested, 0.37% active; Potency, µM (titrated, usually from 57.5 µM), inactives show at the top dose activity change, negative = inhibition, most hits filed as inhibitors; Q27686; purified LmPK, Kinase-Glo ATP luminescence, 1 h
# Target sequence (Q27686 whole entry, looked up): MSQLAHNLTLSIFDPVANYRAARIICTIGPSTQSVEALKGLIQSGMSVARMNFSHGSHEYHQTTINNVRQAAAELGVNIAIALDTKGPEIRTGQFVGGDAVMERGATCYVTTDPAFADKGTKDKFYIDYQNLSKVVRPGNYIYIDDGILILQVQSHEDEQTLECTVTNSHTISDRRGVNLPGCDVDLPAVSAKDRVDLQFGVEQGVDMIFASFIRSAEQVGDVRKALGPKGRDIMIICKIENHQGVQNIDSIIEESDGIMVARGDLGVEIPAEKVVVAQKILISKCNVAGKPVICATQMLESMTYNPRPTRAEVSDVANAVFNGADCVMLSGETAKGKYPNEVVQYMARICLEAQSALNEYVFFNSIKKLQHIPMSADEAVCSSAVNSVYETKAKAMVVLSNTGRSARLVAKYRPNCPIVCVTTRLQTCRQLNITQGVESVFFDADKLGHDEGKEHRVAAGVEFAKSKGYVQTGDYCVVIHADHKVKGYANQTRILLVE
#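 Screened at intermediate enzyme activity to detect both inhibitors and activators: LmPK at 0.1 nM, with a 0.5 nM enzyme column as activation reference. PEP 0.5 mM, ADP 0.1 mM; ATP detected by luminescence after 1 h.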
# Pf growth 96h: Primary qHTS for delayed death inhibitors of the malarial parasite plastid, 96 hour incubation | P. falciparum luciferase reporter growth, 96 h | Potency, µM (highest dose often 28.7 µM), without a hit: top-dose activity change, negative = inhibition, actives largely listed as inhibitors | 320,000 tested, 6.9% active
#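 Cell-based qHTS: luciferase-tagged P. falciparum in erythrocytes (2% hematocrit, 0.05% parasitemia final) incubated with compounds for 96 hours, 37 C, 5% CO2; luciferase detection reagent then added and luminescence measured.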
# HCV inh: qHTS Assay for Inhibitors of Hepatitis C Virus (HCV). Huh7.5.1 HCVcc-Cre infection, luciferase reporter, 44 h. Potency, µM (highest dose often 41.8 µM), without a hit: at the top dose activity change, negative = inhibition, hits mostly inhibitors. 340,000 tested, 3.4% active
#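 Luciferase read-out (15 sec integration) after a 15 min room-temperature substrate step quantifies HCVcc-Cre infection. Cells, 1,000 per well, had compound added 4 h post-plating, then virus at ~0.5 moi, and were cultured 44 h.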
# Sm TGR block: qHTS Assay for the Inhibitors of Schistosoma Mansoni Peroxiredoxins | purified TGR, DTNB reduction, TNB absorbance 405 nm | Potency, µM (doses to about 114 µM), for inactives: top-dose activity change, negative = inhibition, usual class: inhibitors | 360,000 tested, 3% active | AID 485364, 2010; further: nearly all actives have a fitted effect of over 60% in size
#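 Kinetic colorimetric format: TGR-catalysed, NADPH-driven DTNB reduction monitored via TNB absorbance. Enzyme dispensed at 20 nM; compound exposure 15 min at room temperature before reaction start.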
# TbPYK inhibitor: qHTS of Trypanosoma Brucei Inhibitors | pyruvate kinase (Trypanosoma brucei), Q57TT1 | Potency, µM (highest dose often 76.8 µM), for the others: top-dose activity, negative = inhibition, actives largely listed as inhibitors | TbPYK enzyme, Kinase-Glo Plus ATP luminescence, 45 min | 410,000 tested, 0.12% active; further: nearly all actives have a fitted effect of over 50% in size
#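 Screened from lowest to highest concentration, compounds were pinned into TbPYK/substrate mixtures, and ADP (130 uM final) was added. Plates sat at room temperature for 45 min prior to Kinase-Glo Plus detection by luminescence.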
# Pf growth 48h: Primary qHTS for delayed death inhibitors of the malarial parasite plastid, 48 hour incubation; AID 504832, 2011; P. falciparum luciferase growth in erythrocytes, 48 h; 310,000 tested, 5.9% active; Potency, µM (doses to about 28.7 µM), inactives show at the highest dose activity change, negative = inhibition, actives largely listed as inhibitors
#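 Erythrocytes infected with P. falciparum carrying an integrated firefly luciferase reporter (2% hematocrit, 0.1% parasitemia final) were exposed to compounds in RPMI 1640 with 0.5% Albumax at 37 C, 5% CO2. Growth inhibition was scored as reduced luminescence.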
# * hit, by the source's call; ? = inconclusive; · = no result given; & = joins results of further samples; [ ] = dose if it differs, or a comment. The call rests on the fitted dose curve; in most records, active means well fitted curve in the direction sought with a large enough effect; inconclusive means small, poorly fitted or top-dose-only effect, or another doubt; inactive means no such curve, though single readings can be large; an effect the other way counts as inactive or inconclusive. On the % scale 0 is the no-effect control and ±100 the full control effect; potency means the concentration at half of the fitted maximal effect.
cpd	canonical_smiles	TbPYK inhibitor	LmPK inh	Sm TGR block	Pf growth 96h	Pf growth 48h	HCV inh
1	Cc1ccccc1NC(=O)CSc1nc2ccccc2o1	2%	2%	-2%	·	181%[activator]	1%
2	COc1cc(OC)c(C2C(C(=O)Nc3ccc(C)cc3C)=C(C)Nc3ncnn32)cc1OC (centres undefined)	1%	4%	12%	·	-4%	7%
3	COc1cccc(NC(=O)CN(C)C(=O)c2cccc(S(=O)(=O)Nc3ccc(C)cc3)c2)c1	-2%	·	-1%	-27%	?	?
4	Cc1ccc(C(=O)NCCc2nnc3ccc(NCCCN4CCOCC4)nn23)cc1	-7%	-1%	-4%	-3%	21%	6%
5	Cc1ccsc1C(=O)C1CCCN(Cc2cc(F)ccc2-n2cccn2)C1 (centres undefined)	12%	-5%	-12%	23%	?	?
6	Fc1cccc(F)c1-n1c(CN2CCCCC2)csc1=S	-1%	2%	-7%	12µM*	?	?
7	COc1cc2c(cc1OC)C(C(=O)NC(C)c1ccccc1)CC(=O)N2 (centres undefined)	-2%	-1%	-6%	0%	30%[activator]	36%[activator]
8	CCc1cc2c(NC(Cc3c[nH]c4ccccc34)C(=O)O)nc(C)nc2s1 (centres undefined)	-1%	0%	-16%	49%	12%	15%
9	CC1(C)CC(=O)C(CC(=O)N2CCC(Cc3ccccc3)CC2)C(=O)C1	-7%	3%	?	7%	-2%	5%
10	CCOC(=O)c1ccc(NS(=O)(=O)c2cnc[nH]2)cc1	-7%	-10%	11%	?	2%	2%
11	COc1ccc(Nc2nc(N)c(C(=O)c3ccc(OC)cc3)s2)cc1	2%	1%	-2%	233%[activator]	?	?
12	CC(CC(=O)Nc1cccnc1)c1ccccc1 (centres undefined)	0%	2%	5%	?	11%	10%
13	Cc1cccc(NC(=O)COC(=O)c2ccc(C)c(S(=O)(=O)N3CCCCC3)c2)c1	-16%	·	-9%	-21%	-29%	?
14	O=C(Nc1ccc(F)cc1)c1ccc2c(=O)n3c(nc2c1)CCCCC3	-2%&-1%	1%	4%&1%	4.7µM*	87%[activator]	?
15	Cc1ccc(NC(=S)N(C)C)cc1C	4%	-3%	0%	0%	-10%	-9%
16	O=C1CC(C(=O)N2CCN(c3ccccc3O)CC2)CN1Cc1ccccc1 (centres undefined)	-4%	·	-16%	?	-8%	6%
17	CCN(C(=O)c1cc(S(=O)(=O)N2CCCC2)ccc1C)C1CCS(=O)(=O)C1 (centres undefined)	2%	·	-2%	0%	13%	4%
18	O=C(COC(=O)Cc1ccccc1F)NCCNC(=O)COC(=O)Cc1ccccc1F	-5%	·	-7%	5%	-19%	15%
19	Cc1ccc(Sc2nc3ccc(C)cn3c(=O)c2/C=N/O)cc1	1%	5%	-1%	-11%	38%[activator]	-4%
20	CC(=O)OCCSc1c(-c2ccccc2)c2cc(Cl)ccc2[nH]c1=O	-6%	6%	6%	36%[activator]	4%	17%
21	CCOc1ccc(CCNc2nc3c(c(=O)n(C)c(=O)n3C)n2CC)cc1OCC	0%	4%	-4%	-9%	12%	5.6µM*
22	CCCn1c(N2CCN(CC(=O)c3c[nH]c4ccccc34)CC2)nc2c1c(=O)[nH]c(=O)n2C	-15%	2%	-26%	0.74µM*	9.3µM*	13µM*
23	COc1ccc(CNC(=O)CN(CC2CCCO2)C(=O)CNS(=O)(=O)c2ccc(C)cc2)cc1 (centres undefined)	-1%	1%	-16%	·	-10%	-4%
24	O=C1NC(=O)N(Cc2ccco2)C(=O)/C1=C\c1ccc(-c2ccc(F)cc2)o1	?	10%	11µM*	19%	-1%	-4%
25	CO/N=C/C(C#N)=C/c1ccc(OC)c(OC)c1	-22%	-2%	19%	13%	-17%	?
26	CCC(=O)N1CCc2cc(S(=O)(=O)NC(C(=O)NCc3ccccc3)C(C)C)ccc21 (centres undefined)	-6%	-1%	0%	?	-1%	6%
27	CN(Cc1ccc(Cl)cc1)C(=O)c1ccccc1SCC(=O)N1CCCC1	-3%	·	-1%	-4%	?	-10%
28	COc1cc2c(cc1OC)CN(C(=O)c1cccc(S(=O)(=O)N(C)C)c1)CC2	5%	-1%	7%	4%	-6%	3%
29	COCCN1CC(C(=O)NCCc2nc(C)c(C)s2)CCC1=O (centres undefined)	-3%	4%	-1%	1%	-3%	3%
30	Cn1cccc1C(=O)NC(=O)COC(=O)CNC(=O)CNC(=O)c1ccc(Cl)cc1Cl	-9%	-6%	0%	16%	-9%	8%
31	CCCCN(C)C(=O)c1cc2c(s1)-c1ccccc1S(=O)(=O)C2	-11%	-2%	6%	18%	34%[activator]	-23%
32	COc1cccc(C(C(=O)NCC2CCCO2)N(C(=O)Cn2nnc3ccccc32)c2ccc(NC(C)=O)cc2)c1 (centres undefined)	0%	0%	6%	40%[activator]	?	9%
33	COc1cc(NC(=O)CSCC(=O)Nc2cccc(C(F)(F)F)c2)c(Cl)cc1Cl	-4%	6%	3%	12µM*	?	-17%
34	COC(=O)c1ccc(NC(=O)CNC(=O)C2CCCCC2)c(C)c1	2%	-2%	-6%	11%	-5%	2%
35	Cc1nn2c3c(cnc2c1-c1ccccc1)C(=O)CCC3	-3%	1%	12%[11.4 µM]	37%	·	-18%
36	C/C(=N/NC(=O)CNS(=O)(=O)c1ccccc1)c1ccc(Br)cc1	0%	5%	6%	13µM*	?	18%
37	O=C(c1cc(-c2ccccc2)n[nH]1)N1CCc2c([nH]c3ccccc23)C1c1ccccn1 (centres undefined)	2%	6%	0%	8.3µM*	?	?
38	OCC[C@@H]1C[C@@H](O)[C@H](O)[C@@]2(CCCc3ccccc3O2)O1	0%	0%	-14%	85%[activator]	18%	22%
39	Cn1nnnc1SCc1ccccc1[N+](=O)[O-]	2%	-1%	4%	2%	31%[activator]	6%
40	CC(CC(=O)Nc1ccc(Cl)c(S(=O)(=O)N2CCOCC2)c1)c1ccccc1 (centres undefined)	-4%	·	15%	?	12µM*	2.5µM*

# The last 3 entries of the part before come first, to join the parts.
cpd	canonical_smiles	TbPYK inhibitor	LmPK inh	Sm TGR block	Pf growth 96h	Pf growth 48h	HCV inh
38	OCC[C@@H]1C[C@@H](O)[C@H](O)[C@@]2(CCCc3ccccc3O2)O1	0%	0%	-14%	85%[activator]	18%	22%
39	Cn1nnnc1SCc1ccccc1[N+](=O)[O-]	2%	-1%	4%	2%	31%[activator]	6%
40	CC(CC(=O)Nc1ccc(Cl)c(S(=O)(=O)N2CCOCC2)c1)c1ccccc1 (centres undefined)	-4%	·	15%	?	12µM*	2.5µM*
41	Oc1[nH]c2ccccc2c1/C=N/c1nccs1	?	-18%	-26%	152%[activator]	62%[activator]	?
42	Cc1ccc(S(=O)(=O)N2CCCCC2)cc1NC(=O)c1ccc2c(c1)OCO2	-9%	-1%	-13%	9%	-8%	-5%
43	Cc1ccsc1/C=N/n1c(=S)[nH]nc(C)c1=O	3%	3%	-10%	4%	-4%	1%
44	NC(=S)N/N=C/c1coc2ccc(O)cc2c1=O	-5%	3%	13%	-2%	-1%	-1%
45	CC(C)Oc1ccc(S(=O)(=O)N2CCCCC2)cc1NC(=O)C1CSC2(C)CCC(=O)N12 (centres undefined)	2%	·	-1%	?	12µM*	-21%
46	O=C(O)c1cccc(C(=O)O)n1	·	1%	-31%	·	3%	·
47	COCCn1c(SCC(=O)N2CCCCC2)nc2cccnc21	4%	-3%	6%	?	6%	?
48	Cc1cc(=O)[nH]c2ccc(Cl)cc12	4%	-6%	-8%	·	9%	-15%
49	CC(C)(C)OCC(O)CN1CCN(C(=O)c2ccccc2)CC1 (centres undefined)	0%	1%	1%	0%	-12%	15%
50	CCOc1ccc2nc(N3CCCC(C(=O)NCCCN4C(C)CCCC4C)C3)sc2c1 (centres undefined)	-9%	-10%	-8%	?	-19%	2.5µM*
51	COc1ccc(Nc2ccc([N+](=O)[O-])cn2)cn1	-7%	-5%	-4%	6%	10%	-4%
52	CCOCCCN1CC(C(=O)NCc2ccc3c(c2)OCO3)CC1=O (centres undefined)	1%	-3%	-7%	2%	-10%	18%
53	N=c1c(S(=O)(=O)c2ccc(Cl)cc2)cc2c(=O)n3ccccc3nc2n1CCN1CCOCC1	3%	7%	45µM*	-25%	?	13µM*
54	CCCCNC(=S)N1CCN(c2ccccc2Cl)CC1	2%	0%	4%	14%	-2%	-4%
55	Cc1nnc(NCCO)c2ccccc12	3%	3%	-2%	48%[activator]	·	22%
56	COc1ccc(NC(=O)CSc2nnc(CC(=O)Nc3ccc(F)cc3)n2C)cc1	-8%	10%	48%[activator]	2%	23%	3%
57	CC(C)(C)NC(=O)CSc1nnc(-c2ccncc2)o1	4%	-1%	-2%	32%	29%	-3%

# Filtered by structure: the compounds so far with a halogen.
cpd	canonical_smiles	TbPYK inhibitor	LmPK inh	Sm TGR block	Pf growth 96h	Pf growth 48h	HCV inh
5	Cc1ccsc1C(=O)C1CCCN(Cc2cc(F)ccc2-n2cccn2)C1 (centres undefined)	12%	-5%	-12%	23%	?	?
6	Fc1cccc(F)c1-n1c(CN2CCCCC2)csc1=S	-1%	2%	-7%	12µM*	?	?
14	O=C(Nc1ccc(F)cc1)c1ccc2c(=O)n3c(nc2c1)CCCCC3	-2%&-1%	1%	4%&1%	4.7µM*	87%[activator]	?
18	O=C(COC(=O)Cc1ccccc1F)NCCNC(=O)COC(=O)Cc1ccccc1F	-5%	·	-7%	5%	-19%	15%
20	CC(=O)OCCSc1c(-c2ccccc2)c2cc(Cl)ccc2[nH]c1=O	-6%	6%	6%	36%[activator]	4%	17%
24	O=C1NC(=O)N(Cc2ccco2)C(=O)/C1=C\c1ccc(-c2ccc(F)cc2)o1	?	10%	11µM*	19%	-1%	-4%
27	CN(Cc1ccc(Cl)cc1)C(=O)c1ccccc1SCC(=O)N1CCCC1	-3%	·	-1%	-4%	?	-10%
30	Cn1cccc1C(=O)NC(=O)COC(=O)CNC(=O)CNC(=O)c1ccc(Cl)cc1Cl	-9%	-6%	0%	16%	-9%	8%
33	COc1cc(NC(=O)CSCC(=O)Nc2cccc(C(F)(F)F)c2)c(Cl)cc1Cl	-4%	6%	3%	12µM*	?	-17%
36	C/C(=N/NC(=O)CNS(=O)(=O)c1ccccc1)c1ccc(Br)cc1	0%	5%	6%	13µM*	?	18%
40	CC(CC(=O)Nc1ccc(Cl)c(S(=O)(=O)N2CCOCC2)c1)c1ccccc1 (centres undefined)	-4%	·	15%	?	12µM*	2.5µM*
48	Cc1cc(=O)[nH]c2ccc(Cl)cc12	4%	-6%	-8%	·	9%	-15%
53	N=c1c(S(=O)(=O)c2ccc(Cl)cc2)cc2c(=O)n3ccccc3nc2n1CCN1CCOCC1	3%	7%	45µM*	-25%	?	13µM*
54	CCCCNC(=S)N1CCN(c2ccccc2Cl)CC1	2%	0%	4%	14%	-2%	-4%
56	COc1ccc(NC(=O)CSc2nnc(CC(=O)Nc3ccc(F)cc3)n2C)cc1	-8%	10%	48%[activator]	2%	23%	3%

# Screens as filed in PubChem.

# Rows are unselected; any-hit rate near 16%.
